# Screening results from PubChem.
# Anthrax LF inh2 – blocks Bacillus anthracis lethal factor protease; 360,000 compounds, 0.12% hits; P15917; inhibition, % at 10 µM; multiplex microsphere protease cleavage assay, LF; further: plate controls were buffer without enzyme for full effect and enzyme alone for no effect
# CCHF vOTU inh – blocks the CCHF virus ovarian tumor domain protease; inhibition, % at 11.5 µM; CCHFV vOTU protease, Pep-AMC fluorescence; 370,000 compounds, 0.55% hits; AID 651958; in the data active means inhibition above about 30%; further: 0% = vehicle wells with enzyme and 100% = no enzyme wells
# Y pestis TopoI – inhibitors of Yersinia pestis topoisomerase I | Y. pestis Topo-I cleavage product accumulation, plate reader | activity, % at 10 µM | 360,000 compounds, 0.064% hits; in the data active means activity above about 50%, passing the limit was not always enough; inconclusive means no clear call, values can overlap the other calls; further: inactives centre near 2
# TcdB GH inh – TcdB glycohydrolase inhibition; P18177; TcdB glycohydrolase enzymatic assay, plate reader; inhibition, % at 9.99 µM; 350,000 compounds, 0.24% hits; AID 652162; in the data active means inhibition above about 10%
# PrPC TRFRET – cell surface PrPC inhibition, primary TR-FRET screen; TR-FRET read-out; inhibition, % at 13.8 µM; 370,000 compounds, 0.43% hits; AID 720596; in the data active means inhibition above about 24%; further: 0% = median of the test wells and 100% = reference compound wells
# BoNT-F LC inh – BoNT F light chain protease inhibition; Multiplex microsphere protease cleavage assay, flow cytometry; inhibition, % at 10 µM; 360,000 compounds, 0.22% hits; in the data active means inhibition above about 35%, passing the limit was not always enough; inconclusive means no clear call, values can overlap the other calls; further: plate controls were buffer without enzyme for full effect and enzyme alone for no effect
# BoNT A protease – inhibitors of Botulinum neurotoxin A light chain protease; multiplex microsphere protease substrate cleavage, flow cytometry; inhibition, % at 10 µM; 360,000 compounds, 0.17% hits; AID 588499; further: plate controls were buffer without enzyme for full effect and enzyme alone for no effect
# PfHsp40 rescue – rescue of PfHsp40-mediated yeast toxicity | S. cerevisiae expressing PfHsp40, growth rescue, ATP luminescence | growth rescue, % at 12.5 µM | 340,000 compounds, 0.68% hits | AID 504582; in the data active means growth rescue above about 28%, passing the limit was not always enough; inconclusive means no clear call, values can overlap the other calls;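 further: yeast W303a lacking pdr1 and pdr3 grown in galactose medium; growth measured after three days at 30 °C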
# FadD28 FP inh – inhibitors of Mycobacterium tuberculosis FadD28 bisubstrate binding. FadD28 bisubstrate probe binding, fluorescence polarization. AID 588549. inhibition, % at 12.5 µM. 360,000 compounds, 0.22% hits; in the data active means inhibition above about 8.5%, passing the limit was not always enough; inconclusive means no clear call, values can overlap the other calls
# * hit, by the source's call; ? = inconclusive; / = no result given. Unless noted, no stated cut-off is given here; in the data, active means inhibition above about 30%; inconclusive means no clear call, values can overlap the other calls; inactive means below that.
# The line under a structure holds: Anthrax LF inh2	CCHF vOTU inh	Y pestis TopoI	TcdB GH inh	PrPC TRFRET	BoNT-F LC inh	BoNT A protease	PfHsp40 rescue	FadD28 FP inh
> Cc1cc(C(F)F)n2nc(C(=O)Nc3ccc(S(=O)(=O)N4CCCCCC4)cc3)nc2n1
    -4	2	9	/	3	5	-0.9	-0.1	-1.9
> O=C(CSc1nnc(-c2ccco2)n1Cc1ccccc1)NCc1ccccc1
    3	3	22	/	-5	-17	-0.6	2.4	-0.1
> O=C(NCC(=O)N(Cc1cccs1)C(C(=O)NC1CCCCC1)c1ccco1)c1cccs1 (stereo not given)
    -1	4	-1	/	6	-5	-0.3	1.3	-4.6
> COc1ccc(OC)c(C(=O)c2ccc(Cl)cc2)c1
    1	-5	2	1.9	1	-4	-0.9	0.1	-4.3
> COc1cc(/C=N/N2CCN(Cc3ccc(Cl)cc3)CC2)cc(Br)c1O
    -2	9	16	-5.8	0	36*	-3.8	-1.1	0.2
> CC(=O)Nc1cccc(C(=O)N2CCN(S(=O)(=O)c3ccc4ccccc4c3)CC2)c1
    11	0	12	1.0	-1	-6	-0.9	-1.2	-0.2
> CC1CC(N(C(=O)c2ccccc2Cl)c2ccccc2)c2ccccc2N1 (stereo not given)
    2	9	28	/	-1	-13	-1.4	-0.4	-5.1
> Cc1ccc(C)n1-c1ncc(Br)cn1
    -3	3	-11	-1.4	-5	-2	-1.1	-0.8	-3.9
> Cc1ccc(CSCC(=O)Nc2ccc(F)cc2)cc1
    -3	4	4	-0.9	13	-9	0.0	0.5	-1.9
> COc1ccc(OCCN2CCN(S(=O)(=O)c3ccccc3C(F)(F)F)CC2)cc1
    -9	12	20	-0.3	3	-1	0.3	0.9	-9.1
> Fc1ccc(-n2c(-c3ccco3)n[nH]c2=S)cc1
    3	-5	-3	0.5	10	6	-4.1	-0.7	-2.3
> O=C(NCCC1CCCCN1S(=O)(=O)c1ccc(F)cc1)C(=O)NCc1cccnc1 (stereo not given)
    ?	25	13	2.2	-2	0	1.7	-1.6	0.9
> Nc1nonc1-c1nc2ccccc2n1CC(=O)N1CCCCC1
    -3	16	1	/	2	-1	0.6	-1.2	0.7
> CC(C)N1C(=O)CC(Nc2ccc(N3CCOCC3)cc2)C1=O (stereo not given)
    -4	16	-9	/	-18	1	0.0	-0.8	-2.3
> Cc1c(N=C2N=C(NC(=O)c3cccs3)c3ccccc32)c(=O)n(-c2ccccc2)n1C
    4	-7	1	0.2	2	-12	4.7	-1.3	-1.2
> COc1ccc(NC(=O)N2CCCC(c3nc(-c4ccc(C(C)C)cc4)no3)C2)cc1 (stereo not given)
    -5	7	3	/	20	-17	-3.0	-0.5	-0.2
> O=C(C1CCN(C2CCN(Cc3ccc4c(c3)CCO4)CC2)CC1)N1CCCC1
    -2	-9	9	3.5	-13	-2	-1.4	0.4	-1.1
> CCOC(=O)c1ccc(-c2c(C(=O)OCC)oc3cc(O)c(CC)cc3c2=O)o1
    4	16	5	/	-6	12	0.6	0.5	-2.7
> COC(=O)C1CCN(c2ccc(C(N)=O)cc2[N+](=O)[O-])CC1
    -2	6	-1	1.5	-33	1	-0.3	-0.4	-2.7
> N#Cc1cc(-c2ccccc2)nc(Oc2ccccc2)n1
    -1	14	2	1.5	-2	-1	-0.1	8.1	-5.7
> O=C(Nc1ccc(S(=O)(=O)Nc2cnc3ccccc3n2)cc1)c1cc(F)c(F)cc1Cl
    -4	15	-8	0.3	0	-6	-0.8	0.7	-0.6
> O=C(C1CCCCC1)N1C[C@H](n2cc(C3CC3)nn2)[C@@H](O)C[C@@H]1c1ccccc1
    0	2	2	-1.2	3	3	-0.1	/	-2.6
> O=C(c1ccc(CN2CCOCC2)cc1)N1CCN(Cc2ccccc2)CC1
    -7	-11	0	/	-6	-21	-1.4	-0.2	-2.2
> Cc1cc(C(=O)N/N=C/c2ccc(-c3ccccc3Cl)o2)n[nH]1
    -2	3	10	2.9	-2	-2	-0.5	-2.0	-0.8
> CC(=O)c1ccc(NS(=O)(=O)c2cc3c(cc2C)N(C)CCO3)cc1
    -1	-3	0	-2.2	9	-6	1.3	-0.1	0.6
> O=c1c(-c2ccccc2)nnc2sc(COc3ccc(Br)cc3)nn12
    -6	-8	0	0.5	0	1	-0.5	-0.1	-0.3
> Cc1c(C(=O)NCc2ccccc2)oc2ccc(S(=O)(=O)N3CCCC3)cc12
    -8	5	9	1.7	3	-2	-0.5	-0.1	0.6
> CC(C)(C)c1cc(CN2CCOCC2)c(C(=O)O)o1
    /	7	-4	/	4	/	/	-1.1	-1.9
> COC(=O)C1CC2=C(CCC2=O)N(c2ccccc2)C1=O (stereo not given)
    5	11	0	-0.2	2	-4	-0.2	-0.9	0.1
> NC(=O)C1CCN(C(=O)c2cc(S(=O)(=O)N3CCOCC3)ccc2Cl)CC1
    -5	-1	-11	-1.3	2	0	0.2	-0.5	1.0

# (further entries)
# The line under a structure holds: Anthrax LF inh2	CCHF vOTU inh	Y pestis TopoI	TcdB GH inh	PrPC TRFRET	BoNT-F LC inh	BoNT A protease	PfHsp40 rescue	FadD28 FP inh
> CC1(OC(=O)C2CCCC2)C(=O)C=C2C=C(c3ccsc3)N(Cc3ccco3)C=C2C1=O (stereo not given)
    -5	/	15	/	/	-26	0.4	-0.4	2.9
> O=C(Nc1cccnc1)c1ccc([N+](=O)[O-])s1
    -5	11	-3	2.1	-46	-12	-0.7	1.6	-2.2
> COc1ccccc1NC(=S)NC(=O)c1ccc(Cn2cc(Br)cn2)cc1
    -1	-12	3	1.4	-6	-5	0.1	-0.2	0.7
> Cc1sc2nc(CN3CCOCC3)nc(NS(=O)(=O)c3ccccc3)c2c1C
    2	0	-6	/	10	-1	0.4	0.1	0.1
> COc1ccc(CCNC(=O)C2CCC(=O)N(C3CCCCCC3)C2)cc1 (stereo not given)
    1	5	1	-0.4	-11	3	-0.1	0.2	-6.3
> COc1ccc(C(c2oc(CO)cc(=O)c2O)c2oc(CO)cc(=O)c2O)cc1OC
    0	-6	0	-14	4	1	0.1	2.9	-1.4
> Cc1c(C(=O)NC(=S)Nc2ccc(NC(=O)c3cccs3)cc2)oc2ccccc12
    -3	-5	-8	0.5	-2	5	-0.3	-1.4	-2.1
> COc1ccc(-c2cn(CCc3c[nH]c4ccccc34)nn2)cc1
    -5	6	6	0.1	23	-2	0.7	2.5	2.1
> Cc1ccc(CS(=O)(=O)CCC(=O)NCCCOC(C)C)cc1
    2	-1	1	/	3	-1	1.9	-0.4	0.0
> CCC(=O)N/C(=N/c1nc(C)cc(C)n1)Nc1ccccc1
    7	-9	-6	1.4	-9	?	?	1.8	-0.9
> COc1ccccc1-c1nnc(NC(=O)CSc2nncn2C)s1
    2	-7	0	1.4	-3	-3	0.3	0.5	0.8
> CCn1ncc(C2=NOC(C(=O)Nc3cccnc3)C2)c1C (stereo not given)
    -8	-8	7	/	-4	4	3.0	0.7	0.0
> CC(CCc1ccccc1)NC(=O)CNC(=O)N1CC(=O)Nc2ccccc21 (stereo not given)
    -4	4	3	0.5	-3	1	-0.5	-0.4	-2.8
> CCCCN1C(=S)NC[C@@H]1Cc1ccccc1
    -4	14	3	1.3	2	3	-1.0	-0.6	-1.0
> CN1C(=O)C(Cc2cccc3ccccc23)C(=O)N(C)C1=O
    -2	/	3	/	/	11	2.2	-1.4	-0.5
> O=C(COC(=O)c1cccnc1)Nc1cccc2ccccc12
    10	2	2	-6.0	5	17	2.0	1.4	-1.0
> CC1CCCC(NC(=O)COC(=O)c2ccccc2NC(=O)c2ccco2)C1C (stereo not given)
    -1	5	10	/	-3	-2	0.5	-0.3	-1.3
> OCC1(CCOc2ccccc2)CCN(Cc2ccccc2C(F)(F)F)CC1
    23	8	18	0.8	6	?	4.5	-1.2	1.4
> CCOC(=O)C1CCCN(C(=O)c2cccs2)C1 (stereo not given)
    3	5	1	/	-2	24	-0.6	-1.6	-0.7
> O=C(c1ccccc1)C1CN(Cc2ccccc2)CCC1(O)c1ccccc1 (stereo not given)
    2	-6	2	2.9	3	1	-0.4	0.5	-1.5
> CCC1(C)Cc2c(sc3[nH]c(=S)n(Cc4ccccc4)c(=O)c23)CO1 (stereo not given)
    -3	13	-1	/	4	-7	-0.2	23	1.5
> Cc1cc(C(=O)NC2CCCCC2)c2cc(F)ccc2n1
    1	-17	6	0.0	-6	-2	-0.9	0.5	0.2
> CN(C)C=NC(=O)c1cc(C(=O)c2ccc(C(C)(C)C)cc2)c[nH]1
    -3	-1	22	2.4	7	-8	-1.6	-0.2	-2.3
> COc1ccc(-c2cc(C(F)(F)F)nc(SCC(=O)NCc3ccco3)n2)cc1OC
    2	17	-4	/	-8	-7	-0.1	-1.4	-2.5
> O=C(N/N=C/c1ccc(Cl)cc1)c1ccc2nc[nH]c2c1
    3	8	-2	-0.9	3	-4	-0.1	/	-6.3
> CCOC(=O)c1c(C)nc2c(C)cccn12
    -5	15	2	/	5	-3	-0.5	-0.3	-1.8
> O=C1C2C3C=CC(CC3)C2C(=O)N1c1ccccc1 (stereo not given)
    -16	2	7	1.1	-4	-7	0.4	-1.6	-0.5
> CC(C)N(CC#CCC1(O)c2ccccc2-c2ccccc21)CCO
    4	-2	3	1.1	2	1	0.3	-1.0	-2.2
> CC(C)NC(=S)NC(=O)c1ccc(Cl)cc1Cl
    0	14	6	/	-2	-2	-0.7	1.2	-1.8
> O=C(C1CC1)N1CCc2cc(Br)cc(S(=O)(=O)NCCN3CCOCC3)c21
    -7	-7	2	/	0	23	3.0	-1.1	-3.4

# 2 entries from above, as tab-separated lines:
canonical_smiles	Anthrax LF inh2	CCHF vOTU inh	Y pestis TopoI	TcdB GH inh	PrPC TRFRET	BoNT-F LC inh	BoNT A protease	PfHsp40 rescue	FadD28 FP inh
O=C(c1ccc(CN2CCOCC2)cc1)N1CCN(Cc2ccccc2)CC1	-7	-11	0	/	-6	-21	-1.4	-0.2	-2.2
Cc1cc(C(=O)N/N=C/c2ccc(-c3ccccc3Cl)o2)n[nH]1	-2	3	10	2.9	-2	-2	-0.5	-2.0	-0.8

# New compounds follow.
# The line under a structure holds: Anthrax LF inh2	CCHF vOTU inh	Y pestis TopoI	TcdB GH inh	PrPC TRFRET	BoNT-F LC inh	BoNT A protease	PfHsp40 rescue	FadD28 FP inh
> CC(C)(C)NC(=O)NC(=O)COC(=O)c1cccc(F)c1
    -1	3	-7	1.1	1	-1	0.2	-0.5	-0.4
> COc1ccc(NC(=O)N(C)C[C@H]2Oc3ccc(NC(=O)Nc4c(C)noc4C)cc3C(=O)N([C@H](C)CO)C[C@H]2C)cc1
    -8	-1	-2	0.9	-2	3	0.1	-0.6	-0.5
> CN(c1ccccc1)S(=O)(=O)c1ccc(C(=O)NCC(c2ccco2)N2CCCCC2)cc1 (stereo not given)
    -5	18	17	-0.8	4	-7	0.9	1.9	-2.4
> Cc1cc(C)nc(Nc2n[nH]c(-c3ccc(C(C)(C)C)cc3)n2)n1
    -2	3	-2	0.4	4	-6	-1.2	0.1	0.5
> O=C(c1ccccc1O)N1CCOCC1
    -10	-7	0	1.0	3	-2	-0.8	-0.5	-3.0
> COc1ccccc1OCCOc1ccc(/C=C2\C(=N)N3N=C(C)SC3=NC2=O)cc1
    5	-10	-14	-0.1	9	?	4.2	-0.3	-0.3
> O=C1C=C(N2CCCCCC2)C(=O)N1c1ccc(Cl)cc1
    -6	12	-8	-1.2	17	1	-0.2	0.8	1.4
> CC(C)C(OC(=O)c1nsc(Cl)c1Cl)C(=O)NC(C)(C)C (stereo not given)
    -2	3	2	0.0	-6	-2	-1.0	-0.1	-0.8
> Cc1cc(C)cc(N2C(=O)C=CC2=O)c1
    3	1	11	1.8	-2	2	0.6	6.9	-0.5
> Cc1ccc([C@H]2C[C@@H](O)[C@H](n3cc(COC(=O)c4ccccc4)nn3)CN2C(=O)C2CCCCC2)cc1
    0	13	37	0.5	8	-10	-1.6	/	-2.4
> Cn1c(=O)c2c(ncn2CC(=O)Nc2nc(-c3ccccc3Cl)cs2)n(C)c1=O
    -10	-1	-2	/	2	-25	-1.2	-0.9	-3.9
